Bioassay records: PubChem, National Center for Advancing Translational Sciences (NCATS)
PGK inhibitor: T. brucei PGK inhibition; Potency, µM (series often up to 57.5 µM), inactives show top-dose activity change, negative = inhibition, actives largely listed as inhibitors; PGK/GAPDH coupled, Kinase-Glo luminescence, 60 min; 0.043% of 380,000 active; P07378; further: on the % scale 0 is the no-effect control and ±100 the full control effect; nearly all actives have a fitted effect of over 60% in size
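Recombinant glycosomal PGK reaction used 1,3-bisphosphoglycerate generated in-well by GAPDH (100nM final) in 100mM TEA pH 7.6, 5mM MgCl2, 0.01% Tween-20. After 60 minutes at room temperature, ATP was read by Kinase-Glo Plus luminescence end-point.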
G9a inh: blocks human histone lysine methyltransferase G9a; 8.8% of 350,000 active; Q96KQ7; G9a H3K9 monomethylation, AlphaScreen, 2 h; Potency, µM (doses to about 102 µM), inactives show at the top dose activity, negative = inhibition, hits mostly inhibitors; further: on the % scale 0 is the no-effect control and ±100 the full control effect; nearly all actives have a fitted effect of over 75% in size
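G9a (20 nM) preincubated 15 min RT with compounds, then 500 nM biotinylated H3K9 peptide and 20 uM SAM added; 2 h RT reaction. Monomethyl-H3K9 product detected by AlphaScreen with anti-H3K9me1 antibody, streptavidin donor and anti-rabbit IgG acceptor beads.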
BAZ2B block: inhibitors of human BAZ2B bromodomain; Q9UIF8; AlphaScreen BAZ2B-H3K14Ac peptide displacement; Potency, µM (highest dose often 114 µM), inactives show at the top dose activity change, negative = inhibition, usual class: inhibitors; 4.4% of 360,000 active; further: on the % scale 0 is the no-effect control and ±100 the full control effect; nearly all actives have a fitted effect of over 60% in size
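Protein-peptide AlphaScreen: BAZ2B 50 nM, b-H3K14Ac 50 nM, 1x PBS pH 7.4 + 0.01% Tween-20. Preincubation 30 min RT; cpd 30 min RT (top 110 uM); beads 20 min RT, light-protected.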
HP1b binding inh: HP1-beta chromodomain-methylated histone interaction inhibition. AlphaScreen HP1-beta / biotin-H3K9me3 peptide binding. P83916. AID 540317. 0.56% of 390,000 active. Potency, µM (doses to about 114 µM), for inactives: at the top dose activity change, negative = inhibition, most hits filed as inhibitors; further: nearly all actives have a fitted effect of over 70% in size; inactives centre near 23
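Compound inhibition of the preformed complex between 50 nM HP1-beta and 50 nM biotinylated H3K9me3 peptide was read by AlphaScreen. Buffer was PBS pH 7.4 with 0.01% Tween-20. Incubations ran 30 min at room temperature, with 10 ug/mL donor/acceptor beads.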
GLS inh: inhibitors of human glutaminase (GLS) | O94925 | GLS enzymatic activity, qHTS titration | Potency, µM (series often up to 45.5 µM), for the others: at the highest dose activity change, negative = inhibition, usual class: inhibitors | 0.21% of 410,000 active | AID 624170; further: on the % scale 0 is the no-effect control and ±100 the full control effect
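hKGA in 45 mM KH2PO4 (pH 8.2), 0.02% Tween-20 with compound, then 1mM L-Glutamine (stock as added) plus glutamate oxidase/HRP/Amplex red coupling mix. Fluorescence read initially and after 30 min at RT; signal change reflects glutamate formation.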
JMJD2A Tudor inh: blocks the human JMJD2A Tudor domain; AlphaScreen JMJD2A-Tudor / H3K4me3 peptide binding; Potency, µM (top dose mostly 114 µM), inactives show at the highest dose activity change, negative = inhibition, usual class: inhibitors; 4.4% of 390,000 active; further: on the % scale 0 is the no-effect control and ±100 the full control effect; nearly all actives have a fitted effect of over 50% in size
Target sequence (O75164 whole entry, looked up, the tested form may be a part): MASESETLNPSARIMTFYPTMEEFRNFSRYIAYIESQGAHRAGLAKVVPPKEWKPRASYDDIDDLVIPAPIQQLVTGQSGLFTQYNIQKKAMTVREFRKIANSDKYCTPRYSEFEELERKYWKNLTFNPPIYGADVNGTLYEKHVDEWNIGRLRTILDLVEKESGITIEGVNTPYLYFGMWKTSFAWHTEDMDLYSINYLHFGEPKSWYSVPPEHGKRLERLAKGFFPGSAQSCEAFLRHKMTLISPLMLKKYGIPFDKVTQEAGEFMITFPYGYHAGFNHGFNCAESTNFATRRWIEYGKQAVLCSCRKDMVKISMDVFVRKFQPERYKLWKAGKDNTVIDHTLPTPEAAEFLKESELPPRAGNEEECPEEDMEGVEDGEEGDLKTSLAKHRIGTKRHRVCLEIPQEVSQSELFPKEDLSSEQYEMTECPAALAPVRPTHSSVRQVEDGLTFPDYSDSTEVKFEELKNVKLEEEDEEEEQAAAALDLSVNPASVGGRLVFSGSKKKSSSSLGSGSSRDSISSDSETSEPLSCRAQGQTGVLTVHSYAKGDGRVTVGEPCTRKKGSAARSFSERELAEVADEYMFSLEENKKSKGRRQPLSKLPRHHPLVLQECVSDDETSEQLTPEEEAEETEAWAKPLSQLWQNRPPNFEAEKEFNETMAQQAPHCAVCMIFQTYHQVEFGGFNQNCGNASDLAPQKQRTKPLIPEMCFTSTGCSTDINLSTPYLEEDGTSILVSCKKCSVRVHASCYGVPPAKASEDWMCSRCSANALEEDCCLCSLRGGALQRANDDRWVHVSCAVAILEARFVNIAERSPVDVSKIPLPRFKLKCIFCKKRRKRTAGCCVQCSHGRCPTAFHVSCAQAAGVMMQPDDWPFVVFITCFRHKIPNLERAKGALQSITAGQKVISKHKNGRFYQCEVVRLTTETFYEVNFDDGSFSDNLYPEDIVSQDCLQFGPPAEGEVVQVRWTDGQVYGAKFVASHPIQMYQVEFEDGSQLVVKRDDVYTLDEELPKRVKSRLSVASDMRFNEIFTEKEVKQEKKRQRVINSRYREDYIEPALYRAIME
BLM helicase inh: Bloom syndrome helicase (human) inhibition | P54132 | recombinant BLM DNA unwinding, fluorescence dequenching | Potency, µM (series often up to 56.1 µM), for inactives: at the top dose activity change, negative = inhibition, actives largely listed as inhibitors | 0.2% of 350,000 active;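 further: plate controls were vehicle for no effect and no enzyme for full effect; nearly all actives have a fitted effect of over 35% in size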
POLI inh: blocks human DNA polymerase iota activity; Q9UNA4; Pol iota fluorescent replication assay, 10 min; Potency, µM (top dose mostly 115 µM), inactives show top-dose activity, negative = inhibition, most hits filed as inhibitors; 1% of 390,000 active; AID 588590
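Fluorescent replication assay read twice, at 0 min and 10 min after adding 50 nM (final) substrate. Enzyme (10 nM) and compounds were first incubated 15 min at room temperature; enzyme-free buffer wells were negative controls.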
Pin1 inh: human Pin1 inhibition; Pin1 FP peptide displacement, HiFluor488, 10 min; 0.009% of 390,000 active; Q13526; Potency, µM (top dose mostly 115 µM), for the others: top-dose activity, negative = inhibition, hits mostly inhibitors; active means well fitted inhibition curve with a large enough effect in the polarisation, with a control signal flat, not every such curve was filed as active; inconclusive means small, poorly fitted or top-dose-only effect, or effect the other way, or a change in a side signal; inactive means no such curve, though single readings can be large or run the other way; the % refers to the polarisation; further: on the % scale 0 is the no-effect control and ±100 the full control effect
Active calls of the source: *; i = inactive; u = inconclusive; x = no result given; & = joins results of further samples; [ ] = dose if it differs, or a comment. Unless noted, the call rests on the fitted dose curve; in most records, active means well fitted curve in the direction sought with a large enough effect; inconclusive means small, poorly fitted or top-dose-only effect, or another doubt; inactive means no such curve, though single readings can be large; an effect the other way counts as inactive or inconclusive. Potency means the concentration at half of the fitted maximal effect. These rows are one share of the data; rates above refer to the full screens.

Fields: PGK inhibitor, G9a inh, BAZ2B block, HP1b binding inh, GLS inh, JMJD2A Tudor inh, BLM helicase inh, POLI inh, Pin1 inh
> Cn1cccc1C(=O)c1cccc([N+](=O)[O-])c1
  -1%, u, -39%, 11%, 4%, -25%, -1%, 1%, 0%
> Cc1ccc(C)c(N2CCN(C(=O)CCS(=O)(=O)c3ccc4c(c3)CCN4C(=O)C3CC3)CC2)c1
  1%, 2%, -12%, 28%, 6%, -25%, -7%, -20%, -1%
> Nc1nc(-c2ccc(Cl)cc2)c(N=Nc2ccc(S(=O)(=O)N3CCOCC3)cc2)s1
  -1%, u, 7.1µM*, u, 1%, u, -4%, 203%[activator], 1%
> CC(C)=CCC/C(C)=C/CNC(=O)C[C@H]1C[C@H](C(=O)N2CCOCC2)[C@@]2(CCC3CCCC3)c3[nH]c4cc(-c5ccco5)ccc4c3CCN2C1=O
  5%, x, x, 5%, -5%, u, x, u, 72%[activator]
> COc1ccccc1CNC(=O)CCN1C(=O)COc2ccc(C)cc21
  -8%, 56%[activator][12.7 µM], 5%, u, 0%, u, 2%, 9%, 2%
> COc1cccc(CSc2nc3n(n2)C(CC(C)C)C(C(=O)Nc2ccccc2C)=C(C)N3)c1 (stereo unspecified)
  i, 3%[59 µM], -5%, -12%, 2%, -20%, -2%, -1%, -14%
> CC1(C)Cc2nc3oc4c(=O)n(CC(=O)Nc5ccc(Cl)cc5)cnc4c3cc2CO1
  -4%, x, -10%, -13%, -16%, -17%, -16%, 105%[activator], u
> CCOC(=O)CC1C(=O)NCCN1Cc1cccc(OC)c1 (stereo unspecified)
  2%, u, 11%, 47%[activator], 10%, -13%, -3%, 3%, -2%
> COc1ccc(-n2nc(C(=O)NCC(=O)NCC3CCCO3)c3ccccc3c2=O)cc1Cl (stereo unspecified)
  3%, -10%, -1%, 14%, 14%, -19%, -3%, 23%, -6%
> CCc1c(O)nc(SCC(=O)Nc2ccc3c(c2)CCC3)[nH]c1=O
  -3%, -18%, u, 17%, -4%, -18%, -6%, 6%, 21%
> Fc1ccc(CNC(=S)NCc2ccccc2)cc1
  -6%, x, 1%, 45%[activator], -18%, 0%, -1%, 109%[activator], 1%
> Cc1ccccc1OCCCC(=O)Nc1nccs1
  8%[11.5 µM], -8%, -2%, 28%, 5%, -9%, -4%, 4%, -1%
> C=CCn1c(CSc2nc3ccccc3s2)nnc1SCC(=O)NCc1ccccc1
  -6%, u, -4%, 27%, 0%, u, 1%, 0%, -8%
> COc1ccc(-c2csc(C)n2)cc1
  -1%, -16%[59 µM], 4%, 56%[activator], -2%, -6%, 1%, 12%, 3%
> CN(C)N1C(=O)CC(N2CCCC2)C1=O (stereo unspecified)
  -8%, x, 4%, 27%, -15%, -9%[57.1 µM], -1%, 1%, -3%
> CCCn1c(=O)c2ccccc2n2c(SCC(=O)/C(C#N)=C(\C)N)nnc12
  0%[11.5 µM], 13%[2.33 µM], 9%, 18%, -3%, -12%, 0%, u, -22%
> COc1cccc(NC(=O)Cn2c(=O)n(CCc3ccccc3)c(=O)c3c4c(sc32)CN(C(C)=O)CC4)c1
  0%, u, -10%, 8%, -15%, -16%, -8%, -7%, u
> CC(C)c1ccc(Nc2ncccc2C#N)cc1
  -15%, x, 81%[activator], 182%, 2%, 72%[activator], -3%, 5%, -1%
> O=C(Nc1ccc(-c2nnc3n2CCCCC3)cc1)c1cc2ccccc2o1
  i, 1%[59 µM], -7%, 8%, 2%, -17%, -3%, 61%[activator], -11%
> Cc1ccc(NC(=O)[C@@H]2CCCN2C(=O)[C@@H]2Cc3ccccc3CN2)c(C)c1
  -9%, 50µM*, -17%, 37%[activator], 3%, -10%, 0%, 32%[activator], 1%
> O=C1CC(c2ccco2)CC2=C1C=Nc1ccccc1N2 (stereo unspecified)
  0%, u, -36%, 6%, 3%, -33%, -9%, u, u
> CCn1cc(C(=O)NCCCN2CCC(C)CC2)c(=O)c2cc(S(=O)(=O)N(C)C3CCCCC3)ccc21
  3%&0%, -8%[59 µM], -3%, 24%&14%, 8%&5%, -21%&-20%, 7%&-13%, 7%&-18%, -1%&0%
> COc1ccc(C)c2sc(=NC(=O)c3ccc(C(C)=O)cc3)n(C)c12
  -1%, 5%, -2%, 27%, 2%, -14%, -3%, -24%, 5%
> Cc1cccc(CSc2nc(=O)c3c(n2C)NC(=O)CC3c2cc(F)cc(F)c2)c1 (stereo unspecified)
  -9%, 5%[59 µM], -8%, 3%, -2%, -15%, -1%, 7%, -3%
> COc1cc(OC)cc(C(=O)NC(=S)Nc2ccc(N3CCCC3)cc2)c1
  i, 10µM*, u, u, 34%[activator], u, -11%, -3%, 7%
> CC1CN(CC(O)COC2CCC(C(C)(C)C)CC2)CC(C)O1 (stereo unspecified)
  i, u, -26%, 39%[activator], 9%, -17%, -3%, 37%, 0%
> COc1ccccc1OCCn1c(NC(=O)c2ccccc2)nc2ccccc21
  -7%, 19%[59 µM], 2%, 51%[activator], -4%, -9%, -1%, 19%, u
> O=C(COc1ccccc1Cl)NCCCN1CCOCC1
  5%, 3%[12.7 µM], 7%, 62%[activator], -6%, -2%[11.4 µM], 1%, 10%, 0%
> CCn1c(=O)c(=O)[nH]c2cc(C(=O)NC3CCCC3)ccc21
  i, 0%, -2%, -15%, -21%, 13µM*, -3%, 108%[activator], -8%
> Cc1ccc(NC(=O)CN2C(=O)CCc3cc(S(=O)(=O)N4CCCCC4)ccc32)cc1N(C)C
  -2%, 4%[12.7 µM], u, 1%, 35%[activator], u, -8%, u, -1%

5 entries picked at random from the list so far, as already listed:
Fields: PGK inhibitor, G9a inh, BAZ2B block, HP1b binding inh, GLS inh, JMJD2A Tudor inh, BLM helicase inh, POLI inh, Pin1 inh
> CCc1c(O)nc(SCC(=O)Nc2ccc3c(c2)CCC3)[nH]c1=O
  -3%, -18%, u, 17%, -4%, -18%, -6%, 6%, 21%
> Cn1cccc1C(=O)c1cccc([N+](=O)[O-])c1
  -1%, u, -39%, 11%, 4%, -25%, -1%, 1%, 0%
> C=CCn1c(CSc2nc3ccccc3s2)nnc1SCC(=O)NCc1ccccc1
  -6%, u, -4%, 27%, 0%, u, 1%, 0%, -8%
> CCCn1c(=O)c2ccccc2n2c(SCC(=O)/C(C#N)=C(\C)N)nnc12
  0%[11.5 µM], 13%[2.33 µM], 9%, 18%, -3%, -12%, 0%, u, -22%
> CCn1c(=O)c(=O)[nH]c2cc(C(=O)NC3CCCC3)ccc21
  i, 0%, -2%, -15%, -21%, 13µM*, -3%, 108%[activator], -8%

Next part
Molecule | PGK inhibitor | G9a inh | BAZ2B block | HP1b binding inh | GLS inh | JMJD2A Tudor inh | BLM helicase inh | POLI inh | Pin1 inh
CC(NC(=O)c1ccc(Cl)cc1)c1nnc(SCC(=O)NC2=NCCS2)n1C (stereo unspecified) | -4% | -3% | 1% | 2% | 13% | -6% | -4% | 5% | 1%
CC(C)OCCCNc1ncnc2sc3c(c12)CCCC3 | 0% | 12%[59 µM] | 2% | 47%[activator] | 9% | 11% | -2% | 12% | -3%
COc1ccc(C(=O)CC(=O)c2ccc(F)cc2)cc1 | -4% | x | x | 103%[activator] | -1% | 6% | x | 29% | 1%
Clc1ccccc1CN1CCSCC1 | -4% | -3%[0.501 µM] | u | u | 1% | 25µM* | -8% | 15% | 1%
Cc1ccc(OC/C(=N\O)C(C)(C)C)c([N+](=O)[O-])c1 | 2% | 15% | -7% | 10% | -2% | -16% | -6% | -22% | 3%
COc1ccc(CNC(=O)c2cc(C)nc3ccccc23)cc1OC | 8% | 1% | -11% | 7% | -2% | -12% | -3% | 53%[activator] | 3%
COC(=O)CSc1nc2cc(C)ccc2cc1C#N | -5% | 19%[59 µM] | -4% | 107%[activator] | -10% | 32% | -3% | -8% | u
CCNc1ncnc2c1nnn2C | i | 15%[59 µM] | -7% | 1% | -13% | -9% | 1% | 0% | -12%
CN(CC(=O)Nc1ccccc1N1CCOCC1)CC(=O)Nc1ccc(F)c(F)c1F | -2% | 23% | -7% | 40% | u | 0% | -8% | 37%[activator] | 4%
CCCc1ccc(OCc2ccc(C(=O)Nc3cccc(C)n3)o2)c(OC)c1 | -9% | 28%[12.7 µM] | -11% | 25% | 0% | -7% | -10% | -18% | -3%
Cc1c(NC2(c3nnnn3-c3ccc(Br)cc3)CCCCC2)c(=O)n(-c2ccccc2)n1C | -5% | 21%[12.7 µM] | -19% | 5% | 15% | -21% | 1% | 6% | 0%
COc1ccccc1CNC(=O)C(=O)NCC(c1ccco1)S(=O)(=O)c1ccc(F)cc1 (stereo unspecified) | -6% | -4%[59 µM] | 6% | 27% | 8% | -6% | -1% | -2% | 0%
CN(C(=O)c1ccc(NC(=O)Cc2cccc(NC(=O)C3CCCN(C(=O)C4CCCC4)C3)c2)cc1)C1CC1 (stereo unspecified) | -2% | x | x | 12% | -3% | -30% | x | -21% | -2%
COc1ccc(N2CCN(C(=O)c3cc(N4C(=O)C5C6CCC(C6)C5C4=O)ccc3Cl)CC2)cc1 (stereo unspecified) | 6% | 40µM* | u | 7% | 23% | -31% | 3% | 24% | 2%
COc1ccccc1NC(=O)CSc1nc(-c2cccc(Cl)c2)nc2c1Cc1c(CO)cnc(C)c1O2 | i | 17%[59 µM] | 2% | 40%[activator] | -2% | -16% | 1% | -16% | u
O=C(CSCc1nc2ccccc2[nH]1)Nc1ccc(Oc2ccccc2)cc1 | -4% | 15% | -24% | 41% | -1% | -32% | -11% | 22% | 5%
